TcdB GH inh: TcdB glycohydrolase inhibitors, primary screen, biochemical, single point, plate reader; inhibition, % at 9.99 µM; 350,000 compounds, 0.24% hits; TcdB glycohydrolase enzymatic assay; in the data active means inhibition above about 10%
The depositor's hits bear a star; & = joins results of further samples. Only part of the results is shown; the hit share may differ from the screen's.

The opening 11 records, to show the layout:
SMILES	TcdB GH inh
Cn1cnc(S(=O)(=O)N2C[C@H](O)COC[C@@H]3O[C@H](CC(=O)NC4Cc5ccccc5C4)CC[C@H]32)c1	-0.3
CN(C)c1ccc2c(c1)[C@@H]1C[C@@H](CC(=O)NCc3ccccc3)O[C@H](CO)[C@@H]1O2	-55.7
COc1ccc2c3c([nH]c2c1)[C@@H](CO)N(C(=O)Nc1ccc(F)cc1)CC31CN(C(=O)Nc2c(C)noc2C)C1	-4.0
C[C@H]1CN([C@@H](C)CO)C(=O)c2cccc(NC(=O)CCCCCC(=O)Nc3ccccc3N)c2O[C@H]1CN(C)CC1CCCCC1	-2.2
C[C@@H]1CN([C@@H](C)CO)C(=O)c2cc(C3=CCCCC3)cnc2O[C@H]1CN(C)Cc1ccccc1C(=O)O	-5.7
COCC(=O)N1C[C@H](C)[C@@H](OC)CN(C)C(=O)c2cc(NC(=O)NC(C)C)ccc2OC[C@H]1C	3.1
CCNC(=O)C[C@H]1C=C[C@H](NC(=O)C2CCC2)[C@H](CO)O1	-7.8
O=C(C[C@@H]1CC[C@@H]2[C@H](COC[C@H](O)CN2S(=O)(=O)c2cccc(F)c2)O1)NCc1ccc2c(c1)OCO2	-0.9
CO[C@@H]1CN(C)C(=O)c2ccc(NC(=O)Nc3ccccc3F)cc2OC[C@@H](C)N(Cc2ccccc2C(=O)O)C[C@H]1C	-1.1
O=C(c1ccccc1)N1CC[C@@H]2[C@H](CO)Nc3ccc(C#Cc4ccccc4F)cc3[C@@H]21	0.7
CO[C@H]1CN(C)C(=O)c2cc(NC(=O)c3nc4ccccc4s3)ccc2OC[C@H](C)NC[C@H]1C	0.7

The list itself, repeating the preview:
SMILES	TcdB GH inh
Cn1cnc(S(=O)(=O)N2C[C@H](O)COC[C@@H]3O[C@H](CC(=O)NC4Cc5ccccc5C4)CC[C@H]32)c1	-0.3
CN(C)c1ccc2c(c1)[C@@H]1C[C@@H](CC(=O)NCc3ccccc3)O[C@H](CO)[C@@H]1O2	-55.7
COc1ccc2c3c([nH]c2c1)[C@@H](CO)N(C(=O)Nc1ccc(F)cc1)CC31CN(C(=O)Nc2c(C)noc2C)C1	-4.0
C[C@H]1CN([C@@H](C)CO)C(=O)c2cccc(NC(=O)CCCCCC(=O)Nc3ccccc3N)c2O[C@H]1CN(C)CC1CCCCC1	-2.2
C[C@@H]1CN([C@@H](C)CO)C(=O)c2cc(C3=CCCCC3)cnc2O[C@H]1CN(C)Cc1ccccc1C(=O)O	-5.7
COCC(=O)N1C[C@H](C)[C@@H](OC)CN(C)C(=O)c2cc(NC(=O)NC(C)C)ccc2OC[C@H]1C	3.1
CCNC(=O)C[C@H]1C=C[C@H](NC(=O)C2CCC2)[C@H](CO)O1	-7.8
O=C(C[C@@H]1CC[C@@H]2[C@H](COC[C@H](O)CN2S(=O)(=O)c2cccc(F)c2)O1)NCc1ccc2c(c1)OCO2	-0.9
CO[C@@H]1CN(C)C(=O)c2ccc(NC(=O)Nc3ccccc3F)cc2OC[C@@H](C)N(Cc2ccccc2C(=O)O)C[C@H]1C	-1.1
O=C(c1ccccc1)N1CC[C@@H]2[C@H](CO)Nc3ccc(C#Cc4ccccc4F)cc3[C@@H]21	0.7
CO[C@H]1CN(C)C(=O)c2cc(NC(=O)c3nc4ccccc4s3)ccc2OC[C@H](C)NC[C@H]1C	0.7
O=C(C[C@@H]1CC[C@H]2[C@@H](COC[C@@H](O)CN2C(=O)Nc2ccccc2)O1)NCCCN1CCOCC1	-2.3
O=C(C[C@H]1C[C@@H]2c3cc(NC(=O)CC4CC4)ccc3O[C@@H]2[C@H](CO)O1)NCC1CC1	-0.3
C[C@H](CO)N1C[C@H](C)[C@@H](CN(C)C(=O)C2CCC2)Oc2cc(-c3cccnc3)ccc2S1(=O)=O	0.1
C[C@@H]1CN([C@H](C)CO)C(=O)c2cc(NC(=O)CCCN(C)C)ccc2O[C@@H](C)CCCCO[C@H]1CN(C)S(=O)(=O)c1ccc(F)cc1	-1.0
COc1ccc(C2=Nc3ccccc3N(C(=O)c3cnccn3)C2C(=O)NC2CCCC2)cc1 (configuration not stated)	1.2
C/C=C/c1ccc([C@H]2[C@@H](CO)N(CCC)[C@H]2CN(CC)C(=O)c2ccccn2)cc1	0.2
COc1ccc(S(=O)(=O)N[C@H]2CC[C@H](CCn3cc(-c4ccccc4F)nn3)O[C@@H]2CO)cc1	0.0
CC(=O)N(C)C[C@@H]1Oc2cc(C#C[C@H](C)O)ccc2S(=O)(=O)N([C@H](C)CO)C[C@H]1C	0.3
CCCC#Cc1ccc([C@@H]2[C@H](CO)N3C(=O)CN(S(=O)(=O)Cc4ccccc4)C[C@@H]23)cc1	0.7
CCC(=O)N1C[C@H](C)[C@H](OC)CN(C)C(=O)c2cc(NC(=O)NC3CCCC3)ccc2OC[C@@H]1C	0.7
C/C=C/c1ccc([C@@H]2[C@H](C#N)N(C(=O)NC3CCCCC3)[C@H]2CO)cc1	-20.2
CCCNC(=O)Nc1ccc2c(c1)C(=O)N(C)[C@@H]1CC[C@@H](CC(=O)NCc3ccccc3)O[C@@H]1CO2	-1.3
C[C@H]1CN([C@@H](C)CO)C(=O)c2cc(C3=CCCC3)cnc2O[C@H]1CN(C)S(=O)(=O)c1cn(C)cn1	0.5
C[C@H]1CCCCO[C@H](CN(C)S(=O)(=O)c2ccc(Cl)cc2)[C@@H](C)CN([C@@H](C)CO)C(=O)c2cc(NC(=O)CCC(F)(F)F)ccc2O1	1.4
COC(=O)C[C@H]1CC[C@H]2[C@@H](COc3ccc(NC(=O)C4CCOCC4)cc3C(=O)N2C)O1	0.0
CCCC(=O)Nc1ccc2c(c1)C(=O)N(C)[C@@H]1CC[C@H](CC(=O)NCc3cccc(F)c3)O[C@H]1CO2	0.2
C[C@@H]1CCCCO[C@@H](CN(C)C(=O)Nc2ccccc2)[C@@H](C)CN([C@H](C)CO)C(=O)c2cc(NC(=O)Nc3ccc4c(c3)OCO4)ccc2O1	-0.8
O=C(C1CC1)N1[C@@H](CO)[C@@H]2c3ccccc3N(S(=O)(=O)c3ccccc3)C[C@@H]21	-1.2
C[C@H]1CN([C@@H](C)CO)C(=O)Cc2cc(NC(=O)CCC(F)(F)F)ccc2O[C@@H]1CN(C)C(=O)Nc1ccc(F)cc1	-0.1
COc1ccc2c3c([nH]c2c1)[C@H](CO)N(C(=O)CN1CCOCC1)CC31CN(C(C)=O)C1	-0.6
Cc1ccccc1S(=O)(=O)NCC[C@H]1CC[C@H](NC(=O)C2CCCC2)[C@H](CO)O1	-0.9
C[C@H]1CN([C@@H](C)CO)C(=O)c2cc(NC(=O)Nc3cccc4ccccc34)ccc2O[C@@H]1CN(C)Cc1ccc(C(=O)O)cc1	-0.4
O=C(C[C@H]1CC[C@H]2[C@@H](COC[C@@H](O)CN2CCC(F)(F)F)O1)NCC1CC1	0.7
C/C=C/c1ccc2c(c1)O[C@H](CN(C)C(=O)Cc1ccccn1)[C@@H](C)CN([C@H](C)CO)S2(=O)=O	-0.9
Cc1ccc(S(=O)(=O)N(C)C[C@@H]2OCCCC[C@@H](C)Oc3ccc(NC(=O)c4ccccc4)cc3C(=O)N([C@@H](C)CO)C[C@H]2C)cc1	0.1
CO[C@H]1CN(C)C(=O)c2cc(NC(=O)NC(C)C)ccc2OC[C@H](C)N(C(=O)CN(C)C)C[C@H]1C	-0.3
C[C@H]1CN([C@@H](C)CO)C(=O)c2cccc(NS(=O)(=O)c3ccc(Cl)cc3)c2O[C@H]1CN(C)Cc1ccc(Oc2ccccc2)cc1	-0.2
C[C@@H]1CN([C@@H](C)CO)C(=O)Cc2cc(NC(=O)Nc3ccccc3)ccc2O[C@H]1CN(C)Cc1ccc(C(F)(F)F)cc1	1.8
CC(=O)N1[C@@H]2Cn3c(ccc(C4=CCCCC4)c3=O)[C@H]1[C@@H](C(=O)NC1CCCC1)[C@@H]2CO	-4.6
Cc1cccc(C)c1NC(=O)C(c1ccccc1OC(F)(F)F)N1CCN(C)CC1 (configuration not stated)	1.1
COc1ccc(NC(=O)N(C)C[C@H]2Oc3c(NC(=O)Nc4c(C)noc4C)cccc3C(=O)N([C@@H](C)CO)C[C@@H]2C)cc1	-1.1
O=C(C[C@@H]1CC[C@H]2[C@@H](COC[C@@H](O)CN2C(=O)c2ccc3c(c2)OCO3)O1)NC1CCC1	0.1
Cc1ccc(-c2ccc3c(c2)O[C@@H](CN(C)C(=O)Nc2ccc(C(F)(F)F)cc2)[C@H](C)CN([C@@H](C)CO)S3(=O)=O)cc1	0.3
COc1ccc(CN(C)C[C@H]2OCCCC[C@@H](C)Oc3ccc(NC(=O)Nc4ccc(C(F)(F)F)cc4)cc3C(=O)N([C@@H](C)CO)C[C@@H]2C)cc1	1.0
COc1ccc(S(=O)(=O)N[C@@H]2CC[C@H](CC(=O)NCc3ccccc3F)O[C@H]2CO)cc1	-1.1
C[C@@H]1CN([C@H](C)CO)C(=O)c2cc(-c3ccc(C#N)cc3)cnc2O[C@H]1CN(C)CC1CCCCC1	1.2
OC[C@@H]1[C@H](c2ccc(C3=CCCC3)cc2)[C@H]2CN(Cc3cccnc3)CCCCN12	2.4
C[C@@H]1CN([C@H](C)CO)S(=O)(=O)c2ccc(C#CC3CC3)cc2O[C@H]1CN(C)C(=O)c1ccccc1	0.5
O=C([C@@H]1[C@@H](CO)[C@@H]2Cn3c(ccc(-c4ccccc4)c3=O)[C@H]1N2)N1CCCCC1	-4.8

The results go on.
SMILES	TcdB GH inh
CC(C)(C)[S@@](=O)N1Cc2cc(C(=O)NCc3ccccc3F)nc(-c3cccc(-c4ccncc4)c3)c2[C@H]1CCO	0.1
CC(C)(C)[S@](=O)N1Cc2cc(C(=O)N3CCCCC3)nc(-c3cccc(C4=CCCC4)c3)c2[C@@H]1CCO	-0.6
O=C(C[C@@H]1CC[C@H]2[C@@H](COC[C@H](O)CN2Cc2ccccc2F)O1)N[C@@H]1CCN(Cc2ccccc2)C1	-0.8
COc1ccc2c3c(n(C)c2c1)[C@H](CO)N(C(=O)CN1CCOCC1)CC31CN(Cc2ccncc2)C1	-0.4
O=C(NCc1ccncn1)[C@H]1[C@H](CO)[C@H]2Cn3c(ccc(-c4ccc(F)cc4)c3=O)[C@H]2N1CC1CC1	-0.4
Cc1ccc(S(=O)(=O)N[C@@H]2C=C[C@H](CC(=O)NCc3ccc(Cl)c(Cl)c3)O[C@H]2CO)cc1	0.2
CNC[C@H]1OCCCC[C@H](C)Oc2ccc(NS(=O)(=O)c3ccc(OC)cc3)cc2C(=O)N([C@@H](C)CO)C[C@@H]1C	0.1
C[C@H]1CN([C@@H](C)CO)C(=O)c2cc(NC(=O)Nc3ccc(C(F)(F)F)cc3)ccc2O[C@@H]1CN(C)Cc1ccc(C(F)(F)F)cc1	0.7
O=C(C[C@H]1C[C@H]2c3cc(NC(=O)C4CCC4)ccc3O[C@H]2[C@@H](CO)O1)NCc1cccnc1	-0.1
CS(=O)(=O)Nc1ccc2c(c1)[C@H]1C[C@H](CC(=O)NCC(F)(F)F)O[C@H](CO)[C@H]1O2	-8.4
CC(C)NC[C@@H]1[C@@H](c2ccc(C3=CCCCC3)cc2)[C@H](CO)N1C(=O)NC(C)C	-0.3
CC(C)CC#Cc1ccc([C@@H]2[C@H]3CN(C(=O)NC4CCCCC4)CC(=O)N3[C@H]2CO)cc1	-1.4
CO[C@H]1CN(C)C(=O)c2ccc(NC(=O)Nc3ccccc3F)cc2OC[C@H](C)NC[C@@H]1C	-0.2
O=C([C@@H]1[C@@H](CO)[C@@H]2Cn3c(ccc(/C=C/c4ccccc4)c3=O)[C@H]1N2)N1CCCCC1	0.3
N#C[C@@H]1[C@@H](c2ccc(C3=CCCCC3)cc2)[C@H](CO)N1C(=O)CN1CCOCC1	1.0
CC(=O)N(C)C[C@H]1Oc2cc(C#Cc3ccccc3F)ccc2S(=O)(=O)N([C@@H](C)CO)C[C@@H]1C	-0.1
COc1ccc(CN(C)C[C@@H]2Oc3ccc(NC(=O)NC(C)C)cc3C(=O)N([C@H](C)CO)C[C@@H]2C)cc1	0.4
CO[C@@H]1CN(C)C(=O)c2cc(NC(=O)NC3CCCCC3)ccc2OC[C@@H](C)N(CC2CCOCC2)C[C@H]1C	0.3
C[C@H](CO)N1C[C@H](C)[C@@H](CN(C)Cc2ccccc2F)Oc2ncc(/C=C/c3ccccc3)cc2C1=O	-6.2
C[C@H](CO)N1C[C@H](C)[C@H](CN(C)C(=O)NC2CCCC2)Oc2ncc(-c3cccc(C(F)(F)F)c3)cc2C1=O	0.9
N#C[C@H]1[C@@H](c2ccc(C#CC3CCCC3)cc2)[C@H](CO)N1C(=O)Cc1ccccn1	-1.0
C[C@@H]1CN([C@H](C)CO)C(=O)c2cc(NS(=O)(=O)c3ccccc3)ccc2O[C@@H](C)CCCCO[C@@H]1CN(C)S(=O)(=O)c1ccccc1	0.5
C[C@H](CO)N1C[C@H](C)[C@H](CN(C)C(=O)c2ccncc2)OCCCC[C@H](C)Oc2ccc(NC(=O)Cc3ccccc3)cc2C1=O	-1.6
COc1ccc(NC(=O)N(C)C[C@H]2Oc3c(NS(C)(=O)=O)cccc3C(=O)N([C@@H](C)CO)C[C@@H]2C)cc1	-0.9
C[C@@H]1CN([C@H](C)CO)C(=O)c2cccc(NC(=O)c3cnccn3)c2O[C@@H]1CN(C)CC1CC1	-0.5
C[C@@H]1CN([C@@H](C)CO)C(=O)Cc2cc(NC(=O)Nc3cccc4ccccc34)ccc2O[C@H]1CN(C)Cc1ccc(C(F)(F)F)cc1	0.8
Cc1ccccc1-c1ccc(C2[C@@H]3CN(C(=O)c4ccc(F)cc4)C[C@H]2N3)cc1 (some centres not stated)	-0.1&0.1
O=C(Nc1cccc(F)c1)N1CCCCN2[C@@H](CO)[C@H](c3ccc(C#Cc4ccccc4)cc3)[C@@H]2C1	0.2
C[C@@H]1CCCCO[C@@H](CN(C)C(=O)Nc2ccc(F)cc2)[C@H](C)CN([C@H](C)CO)C(=O)c2cc(NC(=O)Nc3cccc4ccccc34)ccc2O1	-0.5
COc1ccc(NC(=O)Nc2ccc3c(c2)C(=O)N([C@@H](C)CO)C[C@@H](C)[C@H](CN(C)S(=O)(=O)c2ccc(C)cc2)OCCCC[C@H](C)O3)cc1	-12.3
C[C@H](CO)N1C[C@H](C)[C@H](CN(C)S(C)(=O)=O)Oc2ccc(NC(=O)CCCCCC(=O)Nc3ccccc3N)cc2C1=O	-0.7
CO[C@@H]1CN(C)C(=O)c2ccc(NC(=O)NC(C)C)cc2OC[C@H](C)N(CC2CC2)C[C@H]1C	-1.1
